Bioassay records from PubChem BioAssay.
uPA generation: qHTS for Inhibitors of Cell Surface uPA Generation | hit rate 0.31% among 330,000 | Potency, µM (highest dose often 38.3 µM), inactives show at the highest dose activity change, negative = inhibition, hits mostly inhibitors | cell surface uPA generation assay, qHTS; active = well fitted inhibition curve with a large enough effect; inconclusive = small, poorly fitted or top-dose-only effect; inactive = no such curve, though single readings can be large or run the other way; tested in mouse RAW 264.7 cells; also: potency is read from the fitted curve at half-maximal effect; % is scaled to controls: 0 for no effect and ±100 for the full control effect; nearly all actives have a fitted effect of over 55% in size
BCR signal inh: qHTS Assay to Find Inhibitors of Chronic Active B-Cell Receptor Signaling | AID 493014, 2011 | hit rate 0.05% among 340,000 | Potency, µM (series often up to 46.1 µM), inactives show at the top dose ratio change, negative = lower green/red ratio, usual class: inhibitors | ABC-DLBCL IkBa-CBG/CBR reporter, luminescence ratio, 4 h; active = well fitted inhibition curve with a large enough effect in the signal ratio, with a control signal flat, not every such curve was filed as active; inconclusive = small, poorly fitted or top-dose-only effect, or effect the other way, or a change in a side signal; the % refers to the signal ratio;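 also: potency is read from the fitted curve at half-maximal effect; plate controls were basal doxycycline-induced cells for no effect and cells given 10 µM MG132 for full effect; MG132 reads +100%, hits lower the ratio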
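TMD8 human ABC-DLBCL cells with doxycycline-inducible IκBα–green luciferase fusion and unfused red luciferase, in 0.5% FBS medium; compounds up to 46 uM, 4 h at 37C. Green/red luminescence ratio, filter-overlap corrected, fitted to concentration-response curves.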
B2AR arrestin: qHTS assay of beta-arrestin-biased ligands of beta2-adrenergic receptor. beta-arrestin recruitment to beta2AR, cell-based reporter. Potency, µM (titrated, usually from 46.1 µM), for the others: top-dose activation, actives largely listed as activators. hit rate 0.02% among 330,000;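 also: potency is read from the fitted curve at half-maximal effect; 0% = DMSO controls and full agonism = EC100 isoproterenol or metaproterenol; nearly all actives have a fitted effect of over 65% in size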
Target sequence (P07550 whole entry, looked up): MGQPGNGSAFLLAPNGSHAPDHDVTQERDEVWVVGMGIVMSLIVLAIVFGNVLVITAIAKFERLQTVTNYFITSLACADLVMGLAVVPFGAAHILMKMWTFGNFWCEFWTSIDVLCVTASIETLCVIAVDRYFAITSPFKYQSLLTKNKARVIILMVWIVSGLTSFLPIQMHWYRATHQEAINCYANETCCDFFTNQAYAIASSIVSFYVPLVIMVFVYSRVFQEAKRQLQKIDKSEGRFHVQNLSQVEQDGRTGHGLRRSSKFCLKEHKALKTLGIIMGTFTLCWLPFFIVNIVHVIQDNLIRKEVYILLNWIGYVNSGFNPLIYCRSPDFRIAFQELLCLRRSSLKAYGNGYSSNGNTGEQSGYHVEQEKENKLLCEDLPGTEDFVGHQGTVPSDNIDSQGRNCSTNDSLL
USP2a inh: qHTS Assay for Inhibitors of Ubiquitin-specific Protease USP2a Using CHOP2 as the Reporter; Potency, µM (titrated, usually from 38.3 µM), for inactives: top-dose activity change, negative = inhibition, actives largely listed as inhibitors; hit rate 0.01% among 330,000; Ubiquitin carboxyl-terminal hydrolase 2 (Homo sapiens), O75604; USP2 core, Ub-CHOP2 coupled fluorogenic reporter, 485/531; AID 463254, 2010;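 also: potency is read from the fitted curve at half-maximal effect; plate controls were DMSO wells for no effect and full inhibition by NEM control for full effect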
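USP2 core (10nM final) preincubated 30min RT with compound in 20mM Tris-HCl pH 8.0, 2mM CaCl2, 2mM beta-mercaptoethanol, 0.05% CHAPS; 25nM Ub-CHOP2 plus 25nM reporter substrate added, fluorescence (Ex485/Em531) read after 60min.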
Mito fusion yeast: qHTS Assay for Small Molecule Inhibitors of Mitochondrial Division or Activators of Mitochondrial Fusion. S. cerevisiae fusion-defective mutant growth rescue, CellTiterGlo 48 h. Potency, µM (top dose mostly 46.1 µM), for the others: at the top dose growth rescue (activation), hits mostly activators. hit rate 0.23% among 320,000;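 also: potency is read from the fitted curve at half-maximal effect; % of control where 0% means no effect; nearly all actives have a fitted effect of over 45% in size; temperature-sensitive fusion mutants such as fzo1-1 at 37 °C on non-fermentable ethanol glycerol medium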
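S. cerevisiae fusion-defective temperature-sensitive mutants (e.g. fzo1-1, mgm1-5) grown 48 h at 37C in YPEG (ethanol/glycerol non-fermentable) medium with 23 nl compound per well; growth rescue read as CellTiterGlo luminescence.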
PTAP TSG101 blk: qHTS Assay for Iinhibitors of HIV-1 Budding by Blocking the Interaction of PTAP/TSG101; Fluorescence polarization, FITC-PTAP peptide / Tsg101 binding; Potency, µM (titrated, usually from 115 µM), for inactives: top-dose activity change, negative = inhibition, most hits filed as inhibitors; 340,000 tested, under 10 active; AID 493005, 2010; active = well fitted inhibition curve with a large enough effect in the main read-out, with a control signal flat, not every such curve was filed as active; inconclusive = small, poorly fitted or top-dose-only effect, or effect the other way, or a change in a side signal; inactive = no such curve, though single readings can be large or run the other way; also: potency is read from the fitted curve at half-maximal effect; % of control where 0% means no effect
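Compounds were pin-transferred onto Tsg101 binding domain (10 uM final) in HEPES pH 7.5 buffer, then FITC-PTAP peptide was added at 50 nM final. After 20 min at RT, polarization reported peptide displacement across a qHTS concentration series.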
ELG1 DNA repair: qHTS screen for small molecules that inhibit ELG1-dependent DNA repair in human embryonic kidney (HEK293T) cells expressing luciferase-tagged ELG1; AID 504467, 2011; HEK293T ELG1-luciferase reporter, luminescence, 16 h; DNA damage induced by 5-fluorouridine; hit rate 2.3% among 330,000; Potency, µM (titrated, usually from 46.1 µM), for inactives: at the top dose activity change, negative = inhibition, actives largely listed as inhibitors; also: potency is read from the fitted curve at half-maximal effect; % is scaled to controls: 0 for no effect and ±100 for the full control effect; nearly all actives have a fitted effect of over 55% in size
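Step one: seed 2,000 cells per well. Step two: pin-transfer compound or DMSO alongside 5-fluorouridine. Step three: incubate 16 hr, 37 °C, 5% CO2. Step four: add ONE-Glo, wait 30 min, read luminescence.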
TSHR antagonist: Antagonists of the Thyroid Stimulating Hormone Receptor: HTS campaign | Thyrotropin receptor (Homo sapiens), P16473 | hit rate 0.2% among 330,000 | TSHR-expressing cells, TSH-stimulated cAMP HTRF, 2 h; stronger effect = lower value | activity change, negative = inhibition, % at 11.5 µM | AID 504810, 2011;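 active = activity change below a set negative limit, meaning inhibition stronger than a set level, cut at about -70% in these data; inconclusive = activity change between two set negative limits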; also: % is scaled to controls: 0 for no effect and ±100 for the full control effect
Target sequence (P16473 whole entry, looked up): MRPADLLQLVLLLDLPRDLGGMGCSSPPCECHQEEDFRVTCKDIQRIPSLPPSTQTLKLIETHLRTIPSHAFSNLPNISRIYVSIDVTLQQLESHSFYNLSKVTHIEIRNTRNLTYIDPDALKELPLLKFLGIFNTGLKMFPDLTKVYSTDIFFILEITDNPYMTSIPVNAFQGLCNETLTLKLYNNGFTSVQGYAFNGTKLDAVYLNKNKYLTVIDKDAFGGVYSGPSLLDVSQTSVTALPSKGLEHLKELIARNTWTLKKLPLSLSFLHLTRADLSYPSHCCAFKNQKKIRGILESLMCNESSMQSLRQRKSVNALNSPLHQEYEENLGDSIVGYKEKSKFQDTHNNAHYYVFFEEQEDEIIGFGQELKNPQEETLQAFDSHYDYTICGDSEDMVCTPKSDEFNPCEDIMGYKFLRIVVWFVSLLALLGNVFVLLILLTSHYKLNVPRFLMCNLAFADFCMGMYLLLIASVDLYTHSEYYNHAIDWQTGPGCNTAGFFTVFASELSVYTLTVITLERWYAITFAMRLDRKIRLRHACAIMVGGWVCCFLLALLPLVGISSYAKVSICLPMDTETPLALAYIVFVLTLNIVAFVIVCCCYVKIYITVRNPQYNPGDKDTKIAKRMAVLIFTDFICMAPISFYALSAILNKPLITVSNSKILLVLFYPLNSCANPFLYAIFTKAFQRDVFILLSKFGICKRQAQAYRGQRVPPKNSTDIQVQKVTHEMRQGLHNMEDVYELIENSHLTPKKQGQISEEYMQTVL
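TSHR-expressing cells were treated with compounds, then stimulated with TSH at EC80 (4nM final) for 2 hours at 37 deg C. Cellular cAMP was measured by HTRF competition between lysate cAMP and cAMP-d2 for a cryptate-labelled anti-cAMP antibody.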
Eya2 inh: qHTS Assay for Inhibitors of the Phosphatase Activity of Eya2; Protein phosphatase EYA2 (Homo sapiens), O00167; recombinant Eya2, OMFP fluorescence dephosphorylation (OMFP is methylfluorescein phosphate); Potency, µM (top dose mostly 76.9 µM), for inactives: at the top dose activity, negative = inhibition, usual class: inhibitors; hit rate 0.006% among 330,000; also: potency is read from the fitted curve at half-maximal effect; % is scaled to controls: 0 for no effect and ±100 for the full control effect
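Eya2 protein (added as 0.2 uM solution) was preincubated with compound for 10 min at ambient temperature in 50 mM HEPES pH 7.5, 50 mM NaCl, 5 uM MgCl2, 0.05% BSA, 1 mM DTT. OMFP (added at 50 uM) then reacted 10 min; fluorescence read at 485/525 nm.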
TCR act: Activators of T cell receptors: qHTS campaign; primary human leukocytes, anti-CD3, IL-2 HTRF, 48 h; 330,000 tested, under 10 active; Potency, µM (titrated, usually from 9.22 µM), without a hit: at the top dose activation of IL-2 secretion, hits mostly activators; also: % of control where 0% means no effect
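IL-2 produced over 48 hr by a-CD3 bead-stimulated primary human leukocytes exposed to compounds was detected with a homogeneous time-resolved FRET immunoassay, 665nm acceptor signal after 320nm excitation.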
Tb PFK block: qHTS Assay to Find Inhibitors of T. brucei phosphofructokinase; T. brucei PFK, ADP-Glo luminescence; hit rate 0.17% among 330,000; AID 485367, 2010; Potency, µM (series often up to 57.5 µM), for the others: at the top dose activity, negative = inhibition, usual class: inhibitors;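 also: potency is read from the fitted curve at half-maximal effect; 0% = uninhibited 1x PFK enzyme wells and -100% = no-enzyme wells; nearly all actives have a fitted effect of over 60% in size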
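Compounds were pin-transferred as a titration series up to 57 uM into substrate buffer (0.5 mM F6P, 0.1 mM ATP, pH 8.0), then 1.25 nM PFK was added and reactions ran 45 min before ADP-Glo detection.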
* hit, by the source's call; ? = inconclusive; . = no result given; [ ] = dose if it differs, or a comment. Unless noted, calls follow the shape of the dose curve; as a rule, active = well fitted curve in the direction sought with a large enough effect; inconclusive = small, poorly fitted or top-dose-only effect, or another doubt; inactive = no such curve, though single readings can be large; an effect the other way counts as inactive or inconclusive. An unsorted share of the library; 3% or so of the library scored in one or more.

SMILES	uPA generation	BCR signal inh	B2AR arrestin	USP2a inh	Mito fusion yeast	PTAP TSG101 blk	ELG1 DNA repair	TSHR antagonist	Eya2 inh	TCR act	Tb PFK block
COCCn1c(SCC(=O)Nc2cccnc2Cl)nc2ccccc2c1=O	3%	-1%	-0.8%	0%	-1%	0%	11%	-9	16%	3%	-1%
CN1CCN(CCCNC(=O)CCC(=O)N2CCOc3ccccc32)CC1	-5%	?	0.1%	1%	6%	1%	?	28	5%	9%	0%
C(=C\c1ccccn1)/c1cccnc1	.	-6%	0.0%	7%	-6%	.	?	4	4%	.	-16%
CC(=O)Nc1ccc(NC(=O)C(C)OC(=O)CSc2ccc(Br)cc2C)cc1 (stereo unspecified)	0%	?	0.3%	1%	-1%	-4%	6%	-5	-7%	6%	3%
CCN(CC)S(=O)(=O)c1cccc(C(=O)N[C@H](C(=O)NCc2ccccc2F)C(C)C)c1	4%	-14%	-0.2%	3%	-2%	0%	?	-9	-13%	0%	1%
COc1ccccc1NC(=O)COC(=O)C1=NN(c2ccccc2)C(=O)CC1	6%	-4%	0.1%	2%	.	-4%	14%	36	-12%	-2%[46.1 µM]	3%
C/C(CC(=O)NC(C)c1ccccc1)=N\NC(N)=S (stereo unspecified)	1%	-1%	0.9%	1%	-6%	0%	9%	2	-6%	-3%	4%
COCCCn1cnc2oc3nc4ccccc4nc3c2c1=O	2%	9%	0.0%	-1%	0%	2%	?	2	-8%	4%	5%
CCOC(=O)c1cc(-c2cccnc2)nn1-c1ccccc1	-10%	-6%	-1.0%	0%	0%	0%	2%	9	-3%	-8%	1%
Cc1ccc(C)c(Cn2c(CN(C)Cc3ccccc3)nc3c2c(=O)n(C)c(=O)n3C)c1	-9%	4%	-0.5%	0%	15%	-5%	?	4	-15%	-4%	-5%
COc1ccc2occ(C(=O)c3ccc(N)cc3)c2c1	-17%	?	-0.5%	2%	0%	-2%	?	-7	1%	-3%	-7%
COc1ccc(/C=C/C(=O)NCC(=O)N=Nc2c(O)[nH]c3ccc([N+](=O)[O-])cc23)cc1	0%	-9%	-0.3%	-1%	8%	2%	0%	-7	-11%	-2%	3%
Cn1ncc2c(NNC(=O)Cc3ccccc3)ncnc21	4%	0%	-1.9%	3%	-10%	-10%	4%	0	4%	6%[46.1 µM]	0%
COc1ccc(S(=O)(=O)N(CC(=O)NCc2ccccn2)c2ccc(Cl)cc2)cc1	3%	1%	-1.0%	0%	4%	-11%	3%	8	2%	2%	2%
O=C(Nc1nc(SCc2ccc(F)cc2)ns1)c1ccco1	8%	13%	0.0%	4%	?	-4%	?	-26	0%	2%[46.1 µM]	-3%
CCn1cnc2cc(NS(=O)(=O)c3ccc(C)cc3)ccc21	.	0%	-1.1%	8%	3%	-7%	?	15	-17%	5%	2%
c1ccc(-c2ccccc2OCCCCN2CCCCC2)cc1	-12%	?	-0.1%	1%	1%	-1%	-21%	0	-3%	-6%[46.1 µM]	0%
CC1=NN(c2ccccc2)C(=O)/C1=C\C=C1/N(C)c2ccccc2C1(C)C	-7%	14%	-0.1%	3%	?	39%[activator]	?	-1	-18%	3%[46.1 µM]	-1%
COc1ccc(C2OC34CCCCC3C(C#N)(C#N)C2(C#N)C(=N)O4)cc1 (stereo unspecified)	-3%	4%	0.1%	16%	2%	-16%	-4%	-7	12%	0%	-1%
COc1ccc(OC)c(CNn2c(-c3ccccc3F)nc3ccccc3c2=O)c1	3%	-15%	-0.1%	-3%	?	2%	?	1	-6%	3%	6%
Cn1c(N)c(C(=O)COC(=O)CC(NC(=O)c2ccccc2Cl)c2ccccc2)c(=O)n(C)c1=O (stereo unspecified)	0%	1%	-0.8%	0%	0%	0%	-16%	22	-3%	0%	3%
N=c1oc2ccc(Cl)cc2cc1C(=O)Nc1ccc(F)cc1	0%	-1%	0.2%	2%	4%	2%	?	-2	0%	2%	3%
Cc1c(C)c2cc(Cl)c(OCC(=O)N3CCN(c4ccc(F)cc4)CC3)cc2oc1=O	3%	0%	0.1%	4%	-1%	-5%	0%	-14	0%	-4%	0%
CC(C)C[C@H]1CNC(=O)C(=O)N1C[C@H](C)NC(=O)Cc1ccccc1	16%	-9%	-0.8%	1%	3%	-6%	-1%	3	-7%	-1%	-1%
Cc1cc(C)cc(NC(=O)C(OC(=O)C2=COCCO2)c2ccccc2)c1 (stereo unspecified)	4%	?	-0.3%	4%	-3%	1%	17%	8	-5%	1%[46.1 µM]	-5%
CCOC(=O)C1=C(CNCc2ccc(F)cc2)NC(=O)NC1c1cccc([N+](=O)[O-])c1 (stereo unspecified)	2%	-3%	0.5%	2%	2%	-4%	-8%	-12	-5%	-5%	0%
NC(=O)N/N=C/c1ccc(N2CCOCC2)s1	-5%	-4%	-0.3%	2%	-4%	19%	-12%	-23	8%	17%[46.1 µM]	-1%
O=C(N=C1SC2CS(=O)(=O)CC2N1c1cc(Cl)ccc1Cl)C1CCCO1 (stereo unspecified)	1%	0%	-0.2%	3%	0%	-2%	?	5	11%	6%	-12%
CCN(CC)C(=O)C1=C(C)NC(=S)NC1c1cccs1 (stereo unspecified)	1%	0%	0.4%	5%	-2%	-3%	2%	-2	2%	5%	-3%
COc1ccc(C(CNC(=O)Cc2c(F)cccc2Cl)N2CCCCC2)cc1 (stereo unspecified)	2%	1%	0.4%	3%	3%	-2%	14%	1	14%	4%	-5%
COc1ccc(CCNC(=O)Cn2c(=O)oc3ccccc32)cc1OC	-1%	-8%	-0.2%	4%	4%	-3%	-3%	-2	-40%	-3%	6%
COc1cccc(OCc2cc(C3Nc4ccccc4C(=O)N3Cc3ccco3)ccc2OC)c1 (stereo unspecified)	-2%	?	4.6%	-8%	17%	-4%	?	-6	-16%	2%[46.1 µM]	-3%
COc1ccc(OCCn2c(=N)n(CCO)c3ccccc32)cc1	-4%	-5%	-1.0%	-1%	-5%	0%	14%	10	21%	-10%	-1%
Cc1cc(C(=O)NCCc2ccc(Cl)cc2)c(C)o1	-3%	?	-0.1%	-1%	-2%	1%	?	-6	13%	5%	1%
COc1ccc(C2=NN(CC(=O)NCc3ccco3)C(=O)CC2)cc1	0%	-4%	0.2%	2%	-2%	1%	15%	8	20%	3%[46.1 µM]	1%
CC(=O)c1c(N2CCN(c3ccccc3)CC2)nc(=S)n(-c2ccccc2)c1C	-3%	1%	0.4%	1%	-4%	-6%	-5%	1	-15%	0%	-1%
C=CCOc1c(Cl)cc(CNc2ccc(N(C)C)cc2)cc1OC	.	?	0.2%	3%	5%	-1%	11%	-108*	-8%	17%	-2%
Cc1ccc(NC(=O)CN2C(=O)NC(C)(C)C2=O)cc1S(=O)(=O)N1CCCCCC1	2%	-7%	-4.0%	1%	3%	-6%	-6%	0	-16%	4%	-4%
Cc1cccn2c(=O)c3cc(C(=O)NCC4CCCO4)c(=N)n(C4CCCC4)c3nc12 (stereo unspecified)	-4%	-1%	-0.3%	0%	-1%	-5%	-5%	6	-1%	3%	1%
Cc1ccc2nc(/C(C#N)=C\c3ccc(Oc4ccc([N+](=O)[O-])cn4)cc3)[nH]c2c1	2%	6%	-0.9%	-4%	10%	-1%	5.2µM*	-16	4%	10%[46.1 µM]	0%
Cc1[nH][nH]c(=O)c1N=Nc1ccccc1Cl	-2%	-5%	-0.2%	-3%	-2%	1%	17%	2	-15%	9%	12%
CC1CCN(CCCn2c(=S)[nH]c3ccc(N4CCOCC4)cc3c2=O)CC1	.	-7%	-0.3%	5%	1%	-8%	12%	15	7%	2%	1%
O=C(/C=C/c1ccc(OC(F)F)cc1)OCC(=O)N1CCc2ccccc21	0%	3%	0.0%	0%	0%	-1%	0%	-1	-16%	11%	-11%
CSCc1nc2sc(C(=O)Nc3nc(C)cs3)c(C)c2c(=O)[nH]1	4%	0%	0.0%	0%	-13%	1%	?	2	-12%	-1%	0%
